High-throughput results as filed in PubChem.
Sm TGR inh: blocks Schistosoma mansoni thioredoxin glutathione reductase | Q962Y6 | purified TGR, DTNB reduction, TNB absorbance 405 nm | Potency, µM (titrated, usually from 114 µM), without a hit: at the top dose activity change, negative = inhibition, most hits filed as inhibitors | hit rate 3% among 360,000 | AID 485364; further: potency means the concentration at half of the fitted maximal effect; nearly all actives have a fitted effect of over 60% in size
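Kinetic colorimetric format: TGR-catalysed, NADPH-driven DTNB reduction monitored via TNB absorbance. Enzyme dispensed at 20 nM; compound exposure 15 min at room temperature before reaction start.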
Giardia FBPA inh: inhibitors of Giardia lamblia fructose-1,6-bisphosphate aldolase. purified Giardia FBPA. A8B2U2. hit rate 0.71% among 290,000. Potency, µM (highest dose often 59.6 µM), without a hit: at the top dose activity, negative = inhibition, most hits filed as inhibitors; further: potency means the concentration at half of the fitted maximal effect; nearly all actives have a fitted effect of over 55% in size
Target sequence (A8B2U2 whole entry, looked up): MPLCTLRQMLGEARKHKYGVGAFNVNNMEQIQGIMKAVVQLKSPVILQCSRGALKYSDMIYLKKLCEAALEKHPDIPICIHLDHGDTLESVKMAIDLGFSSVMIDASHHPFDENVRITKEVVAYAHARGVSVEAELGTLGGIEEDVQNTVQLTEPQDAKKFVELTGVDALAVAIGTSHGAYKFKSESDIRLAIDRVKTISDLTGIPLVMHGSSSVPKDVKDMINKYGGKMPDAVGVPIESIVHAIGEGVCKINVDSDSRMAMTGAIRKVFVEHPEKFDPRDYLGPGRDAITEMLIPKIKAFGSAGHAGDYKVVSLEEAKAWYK
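40 nM FBPA preincubated 10 min at RT with compound (up to 57.5 uM final), then substrate plus GAPDH/TPI/NAD/arsenate coupling and diaphorase/resazurin added. Fluorescence read after 20 min at RT, 525/598 nm.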
AmpC no deterg: blocks E. coli AmpC beta-lactamase in detergent-free assay; hit rate 0.52% among 330,000; P00811; AmpC nitrocefin hydrolysis, absorbance 480 nm, 0.0001% Triton; AID 485341; Potency, µM (top dose mostly 57.1 µM), for inactives: top-dose activity change, negative = inhibition, usual class: inhibitors;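 further: potency means the concentration at half of the fitted maximal effect; plate controls were no compound for no effect and no enzyme for full effect; nearly all actives have a fitted effect of over 20% in size; some results filed as inactive show a strong effect at the top dose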
Target sequence (P00811 whole entry, looked up): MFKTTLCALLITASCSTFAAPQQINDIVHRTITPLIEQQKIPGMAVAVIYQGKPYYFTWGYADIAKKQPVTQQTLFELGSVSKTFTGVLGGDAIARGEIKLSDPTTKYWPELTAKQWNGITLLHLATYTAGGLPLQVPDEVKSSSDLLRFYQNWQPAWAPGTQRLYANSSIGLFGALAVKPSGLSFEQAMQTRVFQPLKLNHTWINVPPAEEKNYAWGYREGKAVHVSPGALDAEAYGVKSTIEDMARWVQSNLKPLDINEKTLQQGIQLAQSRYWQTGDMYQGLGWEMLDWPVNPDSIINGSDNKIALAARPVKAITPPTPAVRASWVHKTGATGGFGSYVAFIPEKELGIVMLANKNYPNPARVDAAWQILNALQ
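AmpC (5.3 nM in the dispensed reagent) in 20 mM phosphate pH 7.0 with 0.01% (detergent screen) or 0.0001% Triton X-100 was preincubated with compounds for 15 min at room temperature. Nitrocefin was then added from an 800 uM solution, and hydrolysis was followed at 480 nm.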
AmpC detergent: blocks E. coli AmpC beta-lactamase in detergent assay | P00811 | Potency, µM (highest dose often 114 µM), for inactives: at the highest dose activity change, negative = inhibition, actives largely listed as inhibitors | hit rate 0.041% among 370,000 | AmpC hydrolysis of nitrocefin, absorbance 480 nm, 0.01% Triton | AID 485294;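 further: potency means the concentration at half of the fitted maximal effect; 0% = no-compound wells and -100% = no-enzyme wells; nearly all actives have a fitted effect of over 25% in size; some results filed as inactive show a strong effect at the top dose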
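20 mM phosphate pH 7.0 + 0.01% (detergent screen) or 0.0001% Triton X-100; 5.3 nM AmpC reagent; cpd preinc 15 min RT; nitrocefin (800 uM stock) to start; A480 q20 s × 4 min; Activity was normalised to no-enzyme and no-compound control wells.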
HCV inh: HCV inhibition; Huh7.5.1 HCVcc-Cre infection, luciferase reporter, 44 h; Potency, µM (titrated, usually from 41.8 µM), for inactives: top-dose activity change, negative = inhibition, most hits filed as inhibitors; hit rate 3.4% among 340,000; AID 651820; further: potency means the concentration at half of the fitted maximal effect
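Whole-lifecycle infectious HCVcc-Cre system; cells 1,000/well, compound then virus (~0.5 moi) added 4 h after plating, 44 h culture. Luciferase read 15 sec following 15 min substrate incubation, room temp.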
HCMV inh: blocks human cytomegalovirus replication; HFF cells, HCMV-luciferase reporter, 72 h; hits give low values; activity change, negative = inhibition, % at 57.5 µM; hit rate 4.5% among 410,000; AID 1259415; in the data active means activity change below about -60%; inconclusive means no clear call, values can overlap the other calls; inactive means above about -39%
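Two compound doses tested in HFFs infected with HCMV-luciferase, MOI 1 PFU/cell, 72 h at 37C. Lysate luminescence read with OneGlo; data normalized against buffer-only and 10uM Salinomycin inhibitor controls.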
* = called active by the depositor; ? = inconclusive; . = not tested or not shown; & = joins results of further samples; [ ] = remark or other dose. Unless noted, the call rests on the fitted dose curve; in most records, active means well fitted curve in the direction sought with a large enough effect; inconclusive means small, poorly fitted or top-dose-only effect, or another doubt; inactive means no such curve, though single readings can be large; an effect the other way counts as inactive or inconclusive. Unless noted, on the % scale 0 is the no-effect control and ±100 the full control effect.

item	Molecule	Sm TGR inh	Giardia FBPA inh	AmpC no deterg
1	CC(=O)[C@H]1[C@@H]2C(=O)N(c3cccc(Cl)c3)C(=O)[C@@H]2[C@H]2c3ccccc3C=CN21	16µM*	?	-8%
2	Cc1ccc(S(=O)(=O)n2nc(OC(=O)C3CCCCC3)cc2N)cc1	5%	5%[12.9 µM]	-30%
3	CC(C)(C)NC(=O)C(c1cccs1)N(Cc1cccs1)C(=O)c1ccc(CN2CCOCC2)o1 (configuration not stated)	-15%	4%	127%[activator]
4	CC(C)(C)NC(=O)NC(=O)CSc1ccc(S(=O)(=O)N2CCCCC2)cn1	0%	.	-23%
5	CN(C)S(=O)(=O)c1ccc(S(=O)(=O)NCCN2CCOCC2)cc1	-6%	?	-10%
6	Cc1ccc(C(=O)NC2CCN(C(=O)N3CCOCC3)CC2)cc1	1%	-1%	-17%
7	O=S(=O)(/N=C(/Nc1ccccn1)c1ccc(Cl)cc1)c1ccc(Cl)cc1	0%	4%	-11%
8	O=C(CSc1cccc(C(F)(F)F)c1)Nc1ccc(N2CCOCC2)cc1	.	.	-5%
9	O=C(CN1CCC(N2CCCCC2)CC1)N1CCCc2ccccc21	6%	?	-18%
10	C/C(=N/NC(=O)CNC(=O)/C=C/c1ccco1)c1ccc(Cl)cc1	8.9µM*	-2%	-2%
11	O=c1c(-c2ccc(F)cc2)coc2c3c(ccc12)OCCO3	6%	-1%	-15%
12	Cc1ccc(Cl)cc1-n1c(=O)cc(N2CC(C)OC(C)C2)[nH]c1=O (configuration not stated)	-4%	0%	3%

item	AmpC detergent	HCV inh	HCMV inh
1	2%	-7%	8
2	?	21%	11
3	-5%	7%	?
4	-5%	1%	12
5	?	-4%	-18
6	-1%	6%	42
7	?	8%	15
8	.	-5%	-26
9	1%	-21%	58
10	-1%	-38%	?
11	-5%	5%	-11
12	1%	5%	10

Additional results follow.
item	Molecule	Sm TGR inh	Giardia FBPA inh	AmpC no deterg
13	CC(C)n1cc(CN2CCC(C(=O)Nc3cccc(-c4cscn4)c3)CC2)cn1	?	-11%	-1%
14	CC1CC(C)CN(S(=O)(=O)c2ccc(C(=O)Nc3sccc3C(N)=O)cc2)C1 (configuration not stated)	-10%	-3%	-7%
15	CC(C)C(NC(=O)c1ccc(C(C)(C)C)cc1)C(=O)Nc1ccc(N2CCOCC2)cc1 (configuration not stated)	6%	.	156%[activator]
16	CN(c1ccc(C(=O)NCc2ccncc2)cc1)S(=O)(=O)c1ccc(Cl)cc1	0%	1%	2%
17	COc1ccc2cc3cc(C(=O)NCCc4ccc(OC)c(OC)c4)oc3nc2c1	5%	-7%	45%
18	CCOC(=O)c1ccc(N2C(=O)C3CCOc4ccccc4C32)cc1 (configuration not stated)	-7%	.	-7%
19	O=C(NNC(=O)c1ccc(F)cc1)C(=O)N1CCCCC1	-3%	-3%	-22%
20	CCn1cc(CN2CCC(n3nccc3NC(=O)c3ccccc3OC)CC2)cn1	-1%	.	15%
21	CCc1cc(=O)oc2c(C)c(OCC(=O)NCCCn3ccnc3)ccc12	-22%	-3%	-20%
22	CCC1(C)NC(=O)N(CC(=O)N2CCN(c3cccc(Cl)c3)CC2)C1=O (configuration not stated)	-5%	.	71%[activator]
23	CCOc1ccc(CNC(=O)CCc2cn(C)c3ccccc23)cc1	-6%	-8%	-5%
24	CCOC(=O)c1cc2c(=O)n3ccccc3nc2n(CC2CCCO2)c1=NC(=O)c1ccc(C)cc1 (configuration not stated)	-18%	.	.

item	AmpC detergent	HCV inh	HCMV inh
13	-8%	?	-8
14	?	?	12
15	4%	7%	-6
16	3%	-29%	-28
17	-6%	?	-30
18	-9%	-24%	-79*
19	-3%	18%	13
20	-2%	12%	-11
21	-8%	-18%	7
22	4%	8%	-17
23	3%	-7%	17
24	-4%	.	-10

As entered above.
cpd 24 in AmpC detergent: -4%
cpd 14 in AmpC no deterg: -7%

Compounds shown so far with an aryl thioether with sulfur outside any ring, in the order listed:
item	Molecule	Sm TGR inh	Giardia FBPA inh	AmpC no deterg
4	CC(C)(C)NC(=O)NC(=O)CSc1ccc(S(=O)(=O)N2CCCCC2)cn1	0%	.	-23%
8	O=C(CSc1cccc(C(F)(F)F)c1)Nc1ccc(N2CCOCC2)cc1	.	.	-5%

item	AmpC detergent	HCV inh	HCMV inh
4	-5%	1%	12
8	.	-5%	-26

The list continues.
item	Molecule	Sm TGR inh	Giardia FBPA inh	AmpC no deterg
25	O=C(c1cc2ccccc2o1)N1CCCC1	16%	-1%	-11%
26	CCOc1ccccc1CNC(=O)Cn1ccc2cc(S(=O)(=O)N3CCCC3)ccc21	1%	1%	-30%
27	c1ccc2[nH]c(CSc3nnc(-c4ccncc4)o3)nc2c1	-2%	-5%	-11%
28	O=C(COc1ccccc1Cl)Nc1ccc2c(c1)OCO2	-1%	1%	-33%
29	CC(NC(=O)C12CC3CC(CC(C3)C1)C2)C(=O)NCCN(C)C (configuration not stated)	0%	-1%	-18%
30	CCn1cc(/C=N\NC(=O)COc2cccc(C)c2C)c(C)n1	5%	14%	-4%
31	C=CCNc1nc(-c2c(C)nc3sccn23)cs1	1%	?	-19%
32	Cc1ccc(C23CC4CC(CC(NC(=O)NC(C)(C)CO)(C4)C2)C3)cc1	2%	-3%	157%[activator]
33	O=C1Nc2ccccc2C1c1ncc(C(F)(F)F)cc1Cl (configuration not stated)	-1%	-4%	-24%
34	COC(=O)c1ccc(NC(=O)CCn2c(=O)oc3ccccc32)cc1	1%	-5%	-23%
35	Cc1cc(Cl)ccc1NC(=O)CCCn1nc(C)c2c(C)n(-c3ccccc3)nc2c1=O	8%	.	.
36	COCCN(Cc1cn(C)nc1-c1ccccc1F)C(C)C	-16%	3%	-5%

item	AmpC detergent	HCV inh	HCMV inh
25	5%	-11%	16
26	1%	?	6
27	-4%	?	-22
28	-13%	-4%	109
29	-1%	11%	-3
30	-5%	7%	-23
31	-2%	?	29
32	10%	-15%	-6
33	-8%	-1%	-6
34	3%	-10%	55
35	1%	.	15
36	-4%	7%	-29

From entry 34 as far as 36, as listed above:
item	Molecule	Sm TGR inh	Giardia FBPA inh	AmpC no deterg
34	COC(=O)c1ccc(NC(=O)CCn2c(=O)oc3ccccc32)cc1	1%	-5%	-23%
35	Cc1cc(Cl)ccc1NC(=O)CCCn1nc(C)c2c(C)n(-c3ccccc3)nc2c1=O	8%	.	.
36	COCCN(Cc1cn(C)nc1-c1ccccc1F)C(C)C	-16%	3%	-5%

item	AmpC detergent	HCV inh	HCMV inh
34	3%	-10%	55
35	1%	.	15
36	-4%	7%	-29

The results go on.
item	Molecule	Sm TGR inh	Giardia FBPA inh	AmpC no deterg
37	COc1ccc(-c2coc3c(CN4CCOCC4)c(O)ccc3c2=O)cc1	-17%	2%	-25%
38	Cn1cccc1C(=O)NC(=O)CSc1cccc[n+]1[O-]	5%	-27%	-5%
39	CS(=O)(=O)N1N=C(c2ccccc2)CC1c1ccc2nccnc2c1 (configuration not stated)	-10%	1%	-11%
40	O=C(CSc1ccccn1)N1CCCC(Nc2ccc(F)c(F)c2)C1 (configuration not stated)	-22%	.	25%
41	CCCn1nc(C(=O)OCC(=O)Nc2ncc(Cl)c(C)c2Cl)c2ccccc2c1=O	-1%	1%	-14%
42	CC(=O)Nc1cccc(C(=O)OCC(=O)NNC(=O)c2cccs2)c1	-13%	.	-6%
43	CCOc1ccc(NC(=O)C(C)C(Cc2ccc(C)cc2)C(=O)O)cc1 (configuration not stated)	-7%	6%	-12%
44	Cc1ccc(NC(=O)Cc2ccccc2F)cc1S(=O)(=O)N1CCCCCC1	7%	.	-14%
45	COc1ccc(C(=O)NCc2csc(-c3cccs3)n2)cc1	-6%	-1%	-29%
46	COc1ccc(/C=N/Nc2nc(NCc3ccco3)nc(Nc3ccc(OC)cc3)n2)cc1	0%	-2%	-38%
47	CCCCOc1ccc(CNC(=O)c2cnc3sc(N4CCOCC4)nn3c2=O)cc1	5%	.	.
48	NS(=O)(=O)c1cccc(C(=O)NC2CCSc3ccccc32)c1 (configuration not stated)	2%	-10%	-34%

item	AmpC detergent	HCV inh	HCMV inh
37	-7%	-1%	-21
38	-5%	16%	13
39	?	33%[activator]	-20
40	17%	15%	1
41	-4%	21%	-18
42	-12%	13%	-16
43	-13%	7%	36
44	7%	11µM*	-78*
45	3%	-13%	-38
46	-2%	?	?
47	1%	.	13
48	10%	14%	-29

Continued.
item	Molecule	Sm TGR inh	Giardia FBPA inh	AmpC no deterg
49	O=C(Nc1ccccc1)N(CCCN1CCOCC1)Cc1ccccc1F	10%	1%	-13%
50	COc1cccc(CN2CCC(CO)(CC3CCCCO3)CC2)c1 (configuration not stated)	10%	2%	-4%
51	O=C(COC(=O)c1ccncc1)Nc1cccc2ccccc12	.	.	-25%
52	Cc1oc2c(C)c3oc(=O)c(CCC(=O)N4CCCCC4)c(C)c3cc2c1C	-6%	.	.
53	CCCCc1ccc(-c2ccc(Br)cc2)nc1	0%	0%	-51%
54	Cc1ccc2nc(SCc3ccc([N+](=O)[O-])cc3)nc(C)c2c1	10%	6%	-16%
55	CC(C)c1nc2ccc(C(=O)NCc3ccc(N(C)C)cc3)cc2o1	-5%	.	.
56	COc1ccc(C(CC(=O)O)NC(=O)C2CCCCC2)cc1 (configuration not stated)	10%	14%	-10%
57	COC(=O)c1ccc(CN2[C@H](C(=O)OC)C[C@@]3(O)[C@H](O)[C@H](O)[C@H](O)C[C@@H]23)cc1	2%	-1%&-1%	178%[activator]
58	O=C1N/C(=C/c2ccc(Br)cc2)C(O)=C1C=NCc1ccccc1	2%	4%	-7%
59	COC(=O)c1ccc(CN2C(=O)C3CCCCC3C2=O)o1 (configuration not stated)	-13%	-1%	-31%
60	Clc1cccc(Cl)c1CN1CCN(c2ccccc2)CC1	4%	?	-14%
61	CCOC(=O)C1(C)NC(c2cccs2)C2C(=O)N(c3ccc(C)cc3)C(=O)C21 (configuration not stated)	-5%	5%	-6%
62	CN(C)/C=C/C(=O)c1ccn(S(=O)(=O)c2ccccc2)c1	-10%	3%	-48%

item	AmpC detergent	HCV inh	HCMV inh
49	?	8%	23
50	-1%	3%	29
51	.	9%	55
52	?	.	?
53	-1%	-8%	19
54	2%	12%	-28
55	18%	.	5
56	8%	4%	3
57	-2%	6%	15
58	7%	26%	-33
59	3%	15%	6
60	-11%	0%	-1
61	0%	5%	-6
62	?	6%	?

Values in list order from the list:
Compounds 49 to 60 in AmpC detergent, in turn: ?, -1%, ., ?, -1%, 2%, 18%, 8%, -2%, 7%, 3%, -11%

No enrichment for hits; overall some 9.9% were active at least once.
